# hERG WT inh: qHTS for Inhibitors of KCHN2 3.1: Wildtype qHTS. Voltage-gated inwardly rectifying potassium channel KCNH2 (Homo sapiens), Q12809. U2OS, BacMam KCNH2, thallium flux FluxOr; active compounds read low. activity change, % at 1.84 µM. 340,000 compounds, 0.37% hits. AID 720551, 2013;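 active = maximum activity change below -70%; inconclusive = maximum activity change between -70% and -50%; inactive = maximum activity change above -50%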; also: % is scaled to controls: 0 for no effect and ±100 for the full control effect
#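 U2OS cells transduced with wild-type KCNH2 virus are loaded with FluxOr dye for 45 min, and thallium flux is measured in kinetic reads before and after stimulation buffer. Rate constants are normalized to DMSO controls.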
# TRPV1 ag: HTS Assay for Compounds that Act as Agonists of the Vanilloid Receptor 1; 320,000 compounds, 0.19% hits; TRPV1-expressing cells, Fluo-8 calcium influx, agonist mode; activation, % at 8.33 µM; Transient receptor potential cation channel subfamily V member 1 (Homo sapiens), Q8NER1; in the data active = activation above about 80%; inconclusive = between about 30% and that limit; also: 0% is about no effect
#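 Cells expressing TRPV1 were dye-loaded with Fluo-8 and read kinetically: 10 s baseline, 3 min after compound (agonist portion), then 2 min after EC20 capsaicin (allosteric enhancer portion). Calcium-bound dye fluorescence at 480/520 nm.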
# GALK inh: qHTS Assay for Inhibitors of Human Galactokinase (GALK); Purified GALK, Kinase-Glo residual ATP luminescence; AID 1868, 2009; P51570; Potency, µM (top dose mostly 57.5 µM), inactives show top-dose activity change, negative = inhibition, usual class: inhibitors; 270,000 compounds, 0.007% hits; also: potency is read from the fitted curve at half-maximal effect; % is scaled to controls: 0 for no effect and ±100 for the full control effect
#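 Luminescence from leftover ATP (Ultra-Glo luciferase/luciferin) served as read-out after a 1 h room-temperature reaction of 5 nM GALK with 35 uM ATP and 100 uM galactose.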
# USP2a inh: qHTS Assay for Inhibitors of Ubiquitin-specific Protease USP2a Using CHOP2 as the Reporter; Potency, µM (top dose mostly 38.3 µM), for the others: at the top dose activity change, negative = inhibition, usual class: inhibitors; USP2 core, Ub-CHOP2 coupled fluorogenic reporter, 485/531; 330,000 compounds, 0.01% hits;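 also: potency is read from the fitted curve at half-maximal effect; plate controls were DMSO wells for no effect and full inhibition by NEM control for full effect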
#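 USP2 core (10nM final) preincubated 30min RT with compound in 20mM Tris-HCl pH 8.0, 2mM CaCl2, 2mM beta-mercaptoethanol, 0.05% CHAPS; 25nM Ub-CHOP2 plus 25nM reporter substrate added, fluorescence (Ex485/Em531) read after 60min.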
# PKM2 act: qHTS Assay for Activators of Human Muscle isoform 2 Pyruvate Kinase. Pyruvate kinase PKM (Homo sapiens), P14618. Potency, µM (series often up to 57.5 µM), for inactives: top-dose activation, hits mostly activators. purified PKM2, Kinase-Glo ATP luminescence, activation; response scale: 0% is enzyme alone, no compound. 260,000 compounds, 0.34% hits; also: potency is read from the fitted curve at half-maximal effect; % is scaled to controls: 0 for no effect and ±100 for the full control effect; nearly all actives have a fitted effect of over 55% in size
#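 hPK-M2, >95% pure; 0.1 mM ADP / 0.5 mM PEP final; imidazole pH7.2 buffer w/ 7 mM MgCl2, 50 mM KCl; 1 h RT; Kinase-Glo lum. Intermediate enzyme activity for dual inhibitor/activator qHTS.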
# CXXC DNA block: qHTS Fluorescence Polarization Assay for Inhibitors of MLL CXXC domain - DNA interaction | Potency, µM (series often up to 115 µM), for inactives: top-dose activity change, negative = inhibition, most hits filed as inhibitors | MLL-CXXC / FITC-HOXA9 DNA fluorescence polarization | AID 2662, 2010 | 290,000 compounds, 0.037% hits | Histone-lysine N-methyltransferase 2A (Homo sapiens), Q03164; active = well fitted inhibition curve with a large enough effect in the polarisation, with a control signal flat, not every such curve was filed as active; inconclusive = small, poorly fitted or top-dose-only effect, or effect the other way, or a change in a side signal; inactive = no such curve, though single readings can be large or run the other way; the % refers to the polarisation; also: potency is read from the fitted curve at half-maximal effect
# Target sequence (Q03164 whole entry, looked up, the tested form may be a part): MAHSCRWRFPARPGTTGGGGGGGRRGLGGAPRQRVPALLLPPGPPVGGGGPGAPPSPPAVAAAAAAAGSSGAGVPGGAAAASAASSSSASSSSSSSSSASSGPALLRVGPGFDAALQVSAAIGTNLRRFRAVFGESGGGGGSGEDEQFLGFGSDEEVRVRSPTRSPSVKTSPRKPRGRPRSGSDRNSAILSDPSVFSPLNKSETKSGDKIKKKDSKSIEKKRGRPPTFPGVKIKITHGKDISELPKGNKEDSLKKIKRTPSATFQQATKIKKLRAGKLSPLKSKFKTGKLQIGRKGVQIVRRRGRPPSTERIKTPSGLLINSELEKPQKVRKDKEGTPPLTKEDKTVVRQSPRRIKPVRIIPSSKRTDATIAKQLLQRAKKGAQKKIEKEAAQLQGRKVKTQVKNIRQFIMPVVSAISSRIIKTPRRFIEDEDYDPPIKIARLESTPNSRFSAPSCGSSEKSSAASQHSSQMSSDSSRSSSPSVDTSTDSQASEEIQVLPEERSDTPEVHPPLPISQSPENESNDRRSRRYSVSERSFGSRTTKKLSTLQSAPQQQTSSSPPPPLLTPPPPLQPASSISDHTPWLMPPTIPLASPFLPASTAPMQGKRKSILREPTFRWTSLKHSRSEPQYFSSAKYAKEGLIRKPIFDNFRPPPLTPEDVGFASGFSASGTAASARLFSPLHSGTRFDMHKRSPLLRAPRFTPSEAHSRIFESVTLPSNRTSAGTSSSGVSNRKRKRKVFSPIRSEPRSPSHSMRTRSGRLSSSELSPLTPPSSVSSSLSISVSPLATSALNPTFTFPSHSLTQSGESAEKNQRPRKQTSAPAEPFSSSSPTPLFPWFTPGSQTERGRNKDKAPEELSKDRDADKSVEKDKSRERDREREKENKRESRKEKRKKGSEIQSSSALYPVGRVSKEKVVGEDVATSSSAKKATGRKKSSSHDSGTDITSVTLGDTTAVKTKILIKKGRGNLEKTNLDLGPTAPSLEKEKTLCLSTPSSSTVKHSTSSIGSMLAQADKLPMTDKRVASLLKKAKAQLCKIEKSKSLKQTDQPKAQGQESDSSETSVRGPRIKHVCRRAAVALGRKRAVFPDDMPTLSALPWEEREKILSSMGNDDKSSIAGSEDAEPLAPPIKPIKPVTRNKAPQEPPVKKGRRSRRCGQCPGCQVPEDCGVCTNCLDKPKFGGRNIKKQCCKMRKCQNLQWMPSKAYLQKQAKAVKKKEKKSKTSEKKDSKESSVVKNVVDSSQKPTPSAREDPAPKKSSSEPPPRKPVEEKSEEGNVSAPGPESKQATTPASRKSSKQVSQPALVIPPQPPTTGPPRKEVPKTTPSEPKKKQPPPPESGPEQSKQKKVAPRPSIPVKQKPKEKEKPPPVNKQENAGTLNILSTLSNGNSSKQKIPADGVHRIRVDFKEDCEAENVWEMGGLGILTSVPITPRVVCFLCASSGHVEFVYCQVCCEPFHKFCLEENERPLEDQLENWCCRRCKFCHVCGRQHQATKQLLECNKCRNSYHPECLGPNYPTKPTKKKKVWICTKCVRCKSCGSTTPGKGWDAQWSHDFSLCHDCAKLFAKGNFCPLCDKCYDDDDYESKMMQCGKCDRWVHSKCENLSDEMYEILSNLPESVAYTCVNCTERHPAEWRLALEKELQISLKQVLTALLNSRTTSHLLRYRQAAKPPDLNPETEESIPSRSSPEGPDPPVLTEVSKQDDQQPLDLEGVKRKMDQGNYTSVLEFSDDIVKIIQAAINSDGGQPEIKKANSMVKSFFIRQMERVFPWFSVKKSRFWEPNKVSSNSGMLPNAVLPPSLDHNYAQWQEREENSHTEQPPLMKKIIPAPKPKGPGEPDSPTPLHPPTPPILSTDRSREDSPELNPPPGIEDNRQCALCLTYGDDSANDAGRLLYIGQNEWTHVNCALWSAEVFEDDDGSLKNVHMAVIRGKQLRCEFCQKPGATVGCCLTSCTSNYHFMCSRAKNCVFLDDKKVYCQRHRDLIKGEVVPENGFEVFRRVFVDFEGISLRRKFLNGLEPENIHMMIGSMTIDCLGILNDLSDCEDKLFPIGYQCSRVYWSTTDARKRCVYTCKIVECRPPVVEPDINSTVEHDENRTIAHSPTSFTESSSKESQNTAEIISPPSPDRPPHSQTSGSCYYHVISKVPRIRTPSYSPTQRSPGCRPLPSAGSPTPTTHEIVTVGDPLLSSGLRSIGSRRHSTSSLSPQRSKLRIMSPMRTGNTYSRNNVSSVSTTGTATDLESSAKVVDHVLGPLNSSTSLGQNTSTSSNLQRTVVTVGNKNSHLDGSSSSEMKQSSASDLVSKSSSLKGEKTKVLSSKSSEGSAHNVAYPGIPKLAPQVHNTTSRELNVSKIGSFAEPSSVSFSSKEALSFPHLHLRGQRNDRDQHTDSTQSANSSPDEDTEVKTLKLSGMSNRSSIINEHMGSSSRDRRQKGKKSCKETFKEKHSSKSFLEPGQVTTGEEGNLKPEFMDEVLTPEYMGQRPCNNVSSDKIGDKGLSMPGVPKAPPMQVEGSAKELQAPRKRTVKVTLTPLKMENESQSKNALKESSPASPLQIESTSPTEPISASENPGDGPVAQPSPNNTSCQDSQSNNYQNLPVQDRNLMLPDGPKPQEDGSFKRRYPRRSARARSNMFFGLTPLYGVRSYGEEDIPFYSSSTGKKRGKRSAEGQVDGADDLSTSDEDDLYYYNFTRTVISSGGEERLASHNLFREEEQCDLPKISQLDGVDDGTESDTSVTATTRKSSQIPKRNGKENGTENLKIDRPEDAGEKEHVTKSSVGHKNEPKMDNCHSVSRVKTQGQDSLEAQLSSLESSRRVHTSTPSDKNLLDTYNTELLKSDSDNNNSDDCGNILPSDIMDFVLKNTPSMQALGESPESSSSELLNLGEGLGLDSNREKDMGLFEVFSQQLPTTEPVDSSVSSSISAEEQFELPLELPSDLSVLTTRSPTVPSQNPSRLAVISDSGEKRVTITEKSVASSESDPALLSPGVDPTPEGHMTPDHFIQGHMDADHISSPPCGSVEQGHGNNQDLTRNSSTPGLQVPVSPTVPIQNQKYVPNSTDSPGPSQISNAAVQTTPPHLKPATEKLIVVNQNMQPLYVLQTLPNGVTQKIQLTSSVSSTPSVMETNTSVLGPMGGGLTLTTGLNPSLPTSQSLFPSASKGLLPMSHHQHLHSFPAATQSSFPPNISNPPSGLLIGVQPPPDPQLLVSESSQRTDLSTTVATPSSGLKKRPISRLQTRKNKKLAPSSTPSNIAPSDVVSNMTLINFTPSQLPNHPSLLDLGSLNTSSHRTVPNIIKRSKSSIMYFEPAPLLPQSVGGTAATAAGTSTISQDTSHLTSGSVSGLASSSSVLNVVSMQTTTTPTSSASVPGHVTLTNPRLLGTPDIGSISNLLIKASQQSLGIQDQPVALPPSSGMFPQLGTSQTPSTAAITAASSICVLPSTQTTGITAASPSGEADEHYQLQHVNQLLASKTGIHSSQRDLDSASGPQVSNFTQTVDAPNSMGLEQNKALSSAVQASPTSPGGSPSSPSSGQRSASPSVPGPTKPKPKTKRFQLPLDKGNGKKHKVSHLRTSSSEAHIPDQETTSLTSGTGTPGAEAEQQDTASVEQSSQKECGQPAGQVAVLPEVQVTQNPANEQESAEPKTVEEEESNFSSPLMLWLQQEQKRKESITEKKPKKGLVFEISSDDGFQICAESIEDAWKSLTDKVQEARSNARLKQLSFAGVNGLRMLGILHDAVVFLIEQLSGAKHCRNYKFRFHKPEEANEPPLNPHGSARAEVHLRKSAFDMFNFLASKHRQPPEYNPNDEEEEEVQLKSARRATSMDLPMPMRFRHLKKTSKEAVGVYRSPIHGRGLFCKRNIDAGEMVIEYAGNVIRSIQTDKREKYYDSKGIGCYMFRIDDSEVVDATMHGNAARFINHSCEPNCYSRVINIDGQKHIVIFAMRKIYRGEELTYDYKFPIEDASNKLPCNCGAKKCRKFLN
#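 Purified MLL-CXXC (added from a 7 uM solution) was preincubated 5 min at ambient with pinned compounds in 50 mM Tris-HCl pH 7.5, 50 mM NaCl, 1 mM DTT, 0.05% BSA. Fluorescein-labeled HOX-A9 DNA (50 nM solution) followed, 30 min, then polarization read.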
# Giardia killer: Small Molecules that selectively kill Giardia lamblia: qHTS. 340,000 compounds, 0.15% hits. activity change, % at 7.66 µM, hits read low. Giardia lamblia trophozoite viability. AID 540267, 2011; in the data active = activity change below about -80%; inconclusive = between about -30% and that limit;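 also: parasites exposed to compound for two days anaerobically before the ATP read; % is scaled to controls: 0 for no effect and ±100 for the full control effect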
#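 Compounds were tested on trophozoites seeded at 100 cells/well and held 48 hrs at 37 deg C anaerobically. An ATP-based luminescent kit measured the remaining live cells.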
# B2AR arrestin: qHTS assay of beta-arrestin-biased ligands of beta2-adrenergic receptor | beta-arrestin recruitment to beta2AR, cell-based reporter | Potency, µM (highest dose often 46.1 µM), without a hit: at the highest dose activation, actives largely listed as activators | AID 492947, 2010 | Beta-2 adrenergic receptor (Homo sapiens), P07550 | 330,000 compounds, 0.02% hits;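 also: potency is read from the fitted curve at half-maximal effect; 0% = DMSO controls and full agonism = EC100 isoproterenol or metaproterenol; nearly all actives have a fitted effect of over 65% in size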
# FBPA coupling cs: qHTS Assay for Inhibitors of Fructose-1,6-bisphosphate Aldolase from Giardia Lamblia: Coupling assay counterscreen; coupling enzyme system counterscreen, AmpLite Red fluorescence; activity change, negative = inhibition, % at 58.2 µM, hits read low; 290,000 compounds, 0.67% hits; AID 2472, 2010; in the data active = activity change below about -30%; also: % is scaled to controls: 0 for no effect and ±100 for the full control effect
#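 Counterscreen lacking aldolase: glyceraldehyde-3-phosphate coupling-enzyme reagent preincubated 10 min at RT with compound (at 57.5 uM final), then substrate/coupling system with AmpLite Red added; fluorescence read at 525/598 nm after 20 min RT.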
# Menin MLL FP TR: qHTS Assay for Inhibitors Targeting the Menin-MLL Interaction in MLL Related Leukemias: Competition With Texas Red Labeled MLL-derived Mutant Peptide. 270,000 compounds, 0.23% hits. Menin + Texas Red MLL mutant peptide, fluorescence polarization. O00255. AID 1768, 2009. Potency, µM (series often up to 61.6 µM), for the others: at the highest dose FP activity change, negative = inhibition, most hits filed as inhibitors; active = well fitted inhibition curve with a large enough effect in the polarisation, with a control signal flat, not every such curve was filed as active; inconclusive = small, poorly fitted or top-dose-only effect, or effect the other way, or a change in a side signal; inactive = no such curve, though single readings can be large or run the other way; the % refers to the polarisation; also: potency is read from the fitted curve at half-maximal effect; % of control where 0% means no effect; many of its hits are not listed in these tables
# KCNH2 3.1 inh: qHTS for Inhibitors of KCHN2 3.1: Mutant qHTS. AID 720553, 2013. activity change, % (tested at about 1.8 µM). 340,000 compounds, 0.95% hits. U2OS KCNH2 3.1, thallium flux FluxOr; active compounds read low;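 active = maximum activity change below -70%; inconclusive = maximum activity change from -70% to -50%; inactive = maximum activity change above -50%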;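 also: thallium influx rate constant from kinetic fluorescence after stimulation buffer; % is scaled to controls: 0 for no effect and ±100 for the full control effect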
#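 Steps: virus added to U2OS suspension (4 h, RT, dark); medium with 10% FBS added, cells plated, 37 C overnight; FluxOr/Red40 loading buffer 45 min RT; stimulation buffer, 2 min kinetic read; rate constant normalized.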
# The depositor's hits bear a star; ? = inconclusive; / = not tested or not shown; [ ] = another dose, or the depositor's remark. Unless noted, calls follow the shape of the dose curve; as a rule, active = well fitted curve in the direction sought with a large enough effect; inconclusive = small, poorly fitted or top-dose-only effect, or another doubt; inactive = no such curve, though single readings can be large; an effect the other way counts as inactive or inconclusive.
SMILES,hERG WT inh,TRPV1 ag,GALK inh,USP2a inh,PKM2 act,CXXC DNA block,Giardia killer,B2AR arrestin,FBPA coupling cs,Menin MLL FP TR,KCNH2 3.1 inh
O=c1[nH]c(NCCO)nnc1Cc1ccccc1,-12,-6,7%,0%,/,-3%,-21,0.1%,-1,13%,-10
O=C(c1ccc(CNS(=O)(=O)c2cccc(Cl)c2)cc1)N1CCCC1,-3,-1,0%,-1%,-7%,7%,6,-0.1%,3,-20%,-1
N#CC(c1ccc(Cl)cc1)c1ccc2c(C(F)(F)F)cc(C(F)(F)F)nc2n1 (stereo not given),-6,19,6%,-2%,-2%,-9%,8,0.0%,-2,4%,2
O=C(O)C(Cc1ccccc1)NS(=O)(=O)c1ccc(Cl)cc1 (stereo not given),6,-5,-1%,0%,/,3%,9,0.1%,10,-3%,7
CCOC(=O)c1cc2c(C)nn(-c3ccccc3)c2s1,-10,20,0%,1%,0%,-4%,-3,0.3%,1,4%,28
Nc1cc(=O)[nH]c(SCC(=O)NC2CCCCCCC2)n1,-1,/,/,-2%,/,/,1,-0.7%,/,/,7
Cc1ccc(S(=O)(=O)N2CCN=C2SCc2cccnc2)cc1,-1,-3,0%,2%,?,-1%,0,-0.8%,-20,-25%,7
CCN(C(=O)CSc1nc2nc(C)cc(C)n2n1)c1ccccc1,-4,-2,-2%,0%,-1%,-8%,-5,-0.2%,4,4%,6
COc1ccc(O)c(C=Nc2cc(NC(C)=O)c(Cl)cc2Cl)c1,-11,1,0%,-4%,0%,6%,-15,-1.8%,-5,18%,-1
COc1ccc(NC(=O)COC(=O)CCC(=O)c2cccs2)cc1OC,-1,4,/,0%,/,/,5,-0.2%,/,/,6
COc1c(Cl)cc(C(=O)Nc2ccccc2C(=O)O)cc1Cl,1,-2,1%,0%,-3%,?,-17,0.4%,14,?,-2
O=C(O)c1ccc(NC(=O)c2cccc(S(=O)(=O)Nc3ccc(C(=O)O)cc3)c2)cc1,0,1,-3%,0%,6%,8%,-10,3.8%,1,-4%,4
CCCOc1ccc(S(=O)(=O)N2CCCC2)cc1[N+](=O)[O-],12,3,0%,4%,14%,-5%,1,-0.2%,0,/,0
O=C(CSCc1ccccc1)Nc1cc([N+](=O)[O-])ccc1F,2,11,3%,4%,12%,10%,3,0.0%,4,?,-5
CCC(=O)Nc1ccc(NC(=S)NC(=O)Cc2ccccc2)cc1,6,1,2%,3%,-1%,0%,7,-0.5%,-4,8%,-10
CCC(C)NC(=O)Cn1nc(Cc2ccncc2)c2ccccc2c1=O (stereo not given),-1,1,3%,2%,/,-13%,0,0.7%,2,-9%,2
O=C1CCCc2ccccc2N1Cc1ccc(Cl)cc1,-18,0,-4%,-1%,5%,-3%,0,-0.8%,-2,?,1
Cc1ccc(C)c(C(=O)COC(=O)c2ccccc2N2C(=O)C3C4CCC(C4)C3C2=O)c1 (stereo not given),-12,2,-1%,-7%,6%,-2%,-1,0.4%,/,13%,-9
O=C(NCCOc1ccc(F)cc1)C1CCN(S(=O)(=O)c2ccccc2)CC1,-21,5,-2%,0%,2%,-1%,0,-1.1%,2,3%,-2
C[C@@H](OC(=O)N(C)Cc1ccccc1)[C@H]1O[C@]2(C)CCCC[C@H]1O2,-23,3,/,1%,/,/,6,0.0%,/,/,2
Clc1cccc(Sc2ccc(-c3ccccn3)s2)c1,-4,6,/,0%,-30%,-3%,3,-0.4%,0,/,-10
Cc1ccc(C(C)NC(=O)c2c(-c3ccccc3)noc2C)cc1C (stereo not given),-10,10,-4%,0%,6%,3%,-10,-0.5%,1,-12%,-1
Cn1c(=O)n(CC(=O)NC2CCCCC2)c(=O)c2ccccc21,-19,-4,-1%,2%,2%,-5%,-3,0.0%,4,5%,-1
FC(F)Oc1ccccc1NC(=S)Nc1cccnc1,-1,-1,8%,2%,-2%,9%,22,-0.1%,2,15%,13
Cc1ccc2c(c1)NC(=O)C(CC(=O)NCCCN1CCCCC1C)O2 (stereo not given),11,1,2%,-4%,1%,-1%,0,0.0%,4,-4%,2
COCCOc1ccc(C(F)(F)F)cc1NC(=O)COC(=O)C1=COCCO1,-2,11,/,1%,/,/,1,-0.2%,/,/,6
Cn1c(N2CCN(C(=O)NC34CC5CC(CC(C5)C3)C4)CC2)nc2ccccc21,9,-3,-4%,1%,2%,2%,-25,-0.2%,5,-1%,-21
O=C(CNCc1ccco1)Nc1cccc(S(=O)(=O)N2CCCCC2)c1,0,6,-2%,-2%,8%,-1%,8,-0.6%,1,/,-1
Cc1cccnc1NC(=O)Nc1cccc(Cl)c1,-1,1,-2%,-1%,1%[11.5 µM],17%,34[activator],-0.2%,0,-3%,5
COc1cccc(C(=O)NC2C(=O)N3C(C(=O)O)=C(COC(C)=O)CSC23)c1 (stereo not given),-32,2,/,1%,/,/,-7,0.6%,/,/,-1
COC(=O)c1ccc(NC(=O)c2cccc(C)c2[N+](=O)[O-])cc1,4,?,2%,-1%,0%,-2%,7,0.5%,1,?,-1
CNC(=S)N(CCc1c(C)[nH]c2ccc(Cl)cc12)Cc1cccnc1,-6,-1,7%,-5%,/,-14%,6,-0.9%,1,114%[activator],1
CC(C)c1ccc(C(=O)NCc2ccc(Cl)cc2)cc1,-6,23,1%,5%,-5%,5%,-3,0.0%,-10,?,0
COc1cccc(OCCCn2cc(/C=C3/C(=N)N4C=C(C)SC4=NC3=O)c3ccccc32)c1,-5,13,1%,-1%,-2%,?,1,-0.5%,0,?,-3
O=[N+]([O-])c1ccc(CSc2nnc(-c3cccnc3)o2)cc1,-18,-1,-2%,2%,0%,13%,?,0.4%,3,8%,18
CC1CC1c1ccc(/C=C(\C#N)C(=O)Nc2cccc(Cl)c2Cl)o1 (stereo not given),-2,1,1%,-10%,-3%,-16%,7,-0.2%,-3,-1%,5
CC(C)C[C@H]1CN=C(Nc2ccccc2)N1CCC1CCCC1,13,3,/,0%,13%,30%,7,-0.6%,2,?,?
CC(C)c1ccc(C2(C)NC(=O)N(CC(=O)N3CCN(C(=O)c4cccs4)CC3)C2=O)cc1 (stereo not given),1,4,/,-1%,/,/,-1,-0.4%,/,/,-9
COCCn1c(SCC(=O)NC2CCCCC2)nc2c(c1=O)SCC2,6,0,-6%,-1%,0%,4%,-9,0.2%,3,9%,8
NS(=O)(=O)c1ccc(NCc2ccccc2OCc2ccc(F)cc2)cc1,-5,1,3%,-8%,3%,-6%,-6,-0.4%,1,0%,-22
CCOC(=O)C1CCN(C(=O)c2cc3cc4ccc(OC)cc4nc3o2)CC1,-12,-1,4%,2%,/,13%,-5,0.1%,/,/,10
Cc1ccc(NC(=O)C2CC(=O)N(c3ccc4c(c3)OCCO4)C2)cc1S(=O)(=O)N1CCCCCC1 (stereo not given),-3,-1,/,1%,/,/,10,3.6%,/,/,-12
O=C(NCCN1CCOCC1)C(=O)NCc1ccc2c(c1)OCO2,3,0,6%,2%,-8%,-15%,16,0.1%,1,-12%,-6
CCOC(=O)Nc1c(C(=O)OC)[nH]c2cc(OC)ccc12,-24,?,3%,2%,-4%,0%,7,0.2%,0,?,-2
CCC(C(=O)O)N1C(=O)/C(=C/C(C)=C/c2ccccc2)SC1=S (stereo not given),1,-3,-5%,-7%,4%,6%,-1,0.0%,20,/,-12
O=C(Nc1cc2c3c(c1)CC(=O)N3CCC2)c1ccc(Br)o1,-11,-1,/,-1%,/,/,-21,-0.9%,/,/,-12

# The list is partial; the hit share may differ from the screen's.
